# Assay outcomes: PubChem, National Center for Advancing Translational Sciences (NCATS)
# POLK inh: DNA polymerase kappa (human) inhibition. Q9UBT6. purified Pol kappa, fluorescent DNA synthesis assay, 10 min. Potency, µM (highest dose often 107 µM), without a hit: at the highest dose activity, negative = inhibition, usual class: inhibitors. 400,000 tested, 0.53% active. AID 588579; note: potency is the fitted concentration of half-maximal effect; % is set by controls: 0 for no effect and ±100 for the full control effect
# Target sequence (Q9UBT6 whole entry, looked up): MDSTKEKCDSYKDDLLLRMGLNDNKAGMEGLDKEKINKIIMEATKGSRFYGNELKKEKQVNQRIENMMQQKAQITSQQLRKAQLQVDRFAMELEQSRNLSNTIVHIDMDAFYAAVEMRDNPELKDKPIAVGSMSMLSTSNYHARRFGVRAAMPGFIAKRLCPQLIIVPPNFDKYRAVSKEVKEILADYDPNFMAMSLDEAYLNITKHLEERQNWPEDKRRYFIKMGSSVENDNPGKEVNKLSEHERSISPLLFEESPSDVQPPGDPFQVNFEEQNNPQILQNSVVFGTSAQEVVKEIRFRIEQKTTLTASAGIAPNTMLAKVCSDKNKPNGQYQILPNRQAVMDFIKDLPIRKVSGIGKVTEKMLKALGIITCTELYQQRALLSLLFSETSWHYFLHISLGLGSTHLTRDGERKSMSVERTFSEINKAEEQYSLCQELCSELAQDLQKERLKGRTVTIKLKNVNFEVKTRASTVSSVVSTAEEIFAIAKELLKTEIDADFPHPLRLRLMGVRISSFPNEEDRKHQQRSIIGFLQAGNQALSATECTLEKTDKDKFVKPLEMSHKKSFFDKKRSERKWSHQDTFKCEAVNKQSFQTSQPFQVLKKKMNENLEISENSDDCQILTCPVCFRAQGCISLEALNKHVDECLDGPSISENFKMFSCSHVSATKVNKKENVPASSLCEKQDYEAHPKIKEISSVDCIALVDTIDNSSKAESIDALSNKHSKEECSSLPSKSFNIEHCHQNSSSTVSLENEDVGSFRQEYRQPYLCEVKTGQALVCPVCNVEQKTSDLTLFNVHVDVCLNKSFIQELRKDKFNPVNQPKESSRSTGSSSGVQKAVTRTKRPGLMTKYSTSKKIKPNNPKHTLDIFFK
#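 Inhibition of 10 nM Pol kappa is measured by a fluorescent read-out at 0 and 10 min following addition of 50 nM substrate (final), with a 15-min room-temperature compound preincubation.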
# Pol beta inh: inhibitors of human DNA polymerase beta | Pol beta primer extension/strand displacement, fluorescence kinetic | Potency, µM (top dose mostly 114 µM), for the others: at the top dose activity change, negative = inhibition, usual class: inhibitors | 340,000 tested, 1.3% active | AID 485314; note: potency is the fitted concentration of half-maximal effect; % is set by controls: 0 for no effect and ±100 for the full control effect
#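 Homogeneous kinetic assay of primer extension and strand displacement by 10 nM Pol beta, preincubated 15 min at room temperature with compound before 50 nM substrate (final) was added. Read at 0 and 10 min; four-parameter Hill fit.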
# APE1 inh: APE1 (human) endonuclease inhibition; 350,000 tested, 0.35% active; recombinant APE1, TAMRA/BHQ-2 abasic DNA cleavage fluorescence; P27695; Potency, µM (top dose mostly 65.8 µM), inactives show top-dose activity change, negative = inhibition, usual class: inhibitors;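 note: potency is the fitted concentration of half-maximal effect; plate controls were vehicle for no effect and reference inhibitor for full effect; nearly all actives have a fitted effect of over 55% in size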
#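 Step 1: APE1 (0.75 nM) with compound, 15 min RT. Step 2: add 50 nM fluorophore/quencher THF duplex. Step 3: three fluorescence reads 60 s apart (525/598 nm); read 3 minus read 1 = reaction progress.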
# BLM inh: blocks DNA unwinding by human BLM helicase; recombinant BLM DNA unwinding, fluorescence dequenching; Potency, µM (series often up to 56.1 µM), without a hit: top-dose activity change, negative = inhibition, usual class: inhibitors; 350,000 tested, 0.2% active; AID 2528;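 note: potency is the fitted concentration of half-maximal effect; plate controls were vehicle for no effect and no enzyme for full effect; nearly all actives have a fitted effect of over 35% in size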
# Apoferritin bind: binds horse apoferritin like a general anesthetic; P02791; apoferritin/1-aminoanthracene competitive binding, fluorescence; Potency, µM (top dose mostly 77.5 µM), for inactives: top-dose activity change, negative = displacement, actives largely listed as inhibitors; 350,000 tested, 0.074% active; AID 485281; note: potency is the fitted concentration of half-maximal effect; % is set by controls: 0 for no effect and ±100 for the full control effect; nearly all actives have a fitted effect of over 20% in size
# Target sequence (P02791 2-175 limits assumed): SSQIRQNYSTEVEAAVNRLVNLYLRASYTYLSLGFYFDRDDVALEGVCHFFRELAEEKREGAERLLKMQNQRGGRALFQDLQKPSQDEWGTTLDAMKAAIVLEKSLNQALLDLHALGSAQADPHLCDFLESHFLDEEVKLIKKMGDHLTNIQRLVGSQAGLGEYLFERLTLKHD
#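 Horse-spleen apoferritin (10 uM) in 50% saturated 1-aminoanthracene in PBS was incubated 10 min at room temperature with compound. Fluorescence (ex 380, em 535 nm) was normalized to free and bound 1-AMA, with concentration-response fitted by a four-parameter Hill equation.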
# LDHA inh: LDHA (human) enzyme inhibition | AID 1347041 | 480,000 tested, 0.15% active | purified LDHA, NADH/diaphorase-resazurin fluorescence; hits give low values | activity change, % (values are at about 110 or 230 µM) | P00338; in the data active = activity change below about -30%; inconclusive = mostly about -25% to -30%;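 note: plate controls were DMSO wells for no effect and wells without enzyme for full effect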
#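 Enzyme activity of human lactate dehydrogenase 5 (2 nM; 0.06 mM NADH, 0.2 mM pyruvate, 5 min, RT) is measured via a resazurin/diaphorase fluorescence readout of residual NADH.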
# POLI inh: DNA polymerase iota (human) inhibition | Potency, µM (top dose mostly 115 µM), for the others: at the top dose activity, negative = inhibition, hits mostly inhibitors | Q9UNA4 | Pol iota fluorescent replication assay, 10 min | AID 588590 | 390,000 tested, 1% active; note: potency is the fitted concentration of half-maximal effect
#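 Pol iota at 10 nM preincubated 15 min with compounds at room temperature; reaction started with fluorescent substrate, 50 nM final. Fluorescence read kinetically at 0 and 10 min; buffer-only wells as negative control.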
# Pol eta inh: inhibitors of human DNA polymerase eta; 390,000 tested, 1.2% active; Potency, µM (titrated, usually from 114 µM), without a hit: top-dose activity change, negative = inhibition, actives largely listed as inhibitors; AID 588591; recombinant Pol eta, fluorescent DNA replication assay; note: potency is the fitted concentration of half-maximal effect; % is set by controls: 0 for no effect and ±100 for the full control effect
#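 Fluorescent replication assay: 50 nM final substrate added after a 15 min room-temperature compound preincubation with 10 nM enzyme. Signal taken at 0 min and again at 10 min.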
# GRP78 ERSR act: induces the endoplasmic reticulum stress response in human glioma cells; AID 602332; U87-MG GRP78 promoter luciferase reporter, 16 h; 420,000 tested, 0.02% active; Potency, µM, for the others: at the highest dose activation, most hits filed as activators; note: potency is the fitted concentration of half-maximal effect; series mostly up to about 76 µM; % of control where 0% means no effect; nearly all actives have a fitted effect of over 35% in size
#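 ERSR induction read as luciferase luminescence (Bright-Glo, 10 min at room temperature) in stably transfected human U87-MG glioma cells exposed to compounds for 16 h, using GRP78 as sensor.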
# The depositor's hits bear a star; ? = inconclusive; / = not tested or not shown; & = joins results of further samples; [ ] = another dose, or the depositor's remark. Unless noted, calls come from the whole dose curve; as a rule, active = well fitted curve in the direction sought with a large enough effect; inconclusive = small, poorly fitted or top-dose-only effect, or another doubt; inactive = no such curve, though single readings can be large; an effect the other way counts as inactive or inconclusive. These rows are one share of the data; the hit share may differ from the screen's.
SMILES,POLK inh,Pol beta inh,APE1 inh,BLM inh,Apoferritin bind,LDHA inh,POLI inh,Pol eta inh,GRP78 ERSR act
Cc1cc(C)nc(Nc2n[nH]c(COc3ccc4ccccc4c3)n2)n1,-14%,31%,1%,0%,-10%,-7,4%,0%,-2%
CC(=O)N(C[C@@H](C)C(=O)O)c1c(I)cc(I)c(N)c1I,-4%[19.4 µM],/,/,6%[21.4 µM],-7%[29.3 µM],/,/,/,-4%
Nc1nonc1C(=O)NCCNc1ccc([N+](=O)[O-])cc1,-16%,0%,3%,0%,7%,-5,-10%,-12%,-3%
CC(C)c1c(O)cc(-c2ccncc2)n(-c2ccc(Cl)cc2)c1=O,-3%,10%,4%,1%,2%,-7,10%,-4%,-3%
CCOc1ccc(CNC(=O)c2nnc(CS(=O)(=O)c3ccccc3)o2)cc1OC,-7%,-7%,21%,0%,-13%,-4,-25%,-14%,2%
O=C(O)c1cccc(N2C(=O)c3cccc4c(Cl)ccc(c34)C2=O)c1,-16%,-21%,0%,-1%,-6%,12,50%[activator],?,-4%
CC(C(=O)Nc1ccccc1Oc1ccccc1)c1ccccc1 (stereo not given),-8%,9%,12%,-2%,-12%,0,-3%,-21%,-3%
Cc1ccc(OCCn2c(=S)[nH]c3c(N)ncnc32)cc1,-4%,0%,3%,-9%,-8%,-12,136%[activator],6%,5%
O=C(COC(=O)Cc1n[nH]c(=O)c2ccccc12)Nc1c(Br)cc([N+](=O)[O-])cc1Br,-10%,/,/,/,/,1,14%,-22%,-3%
c1ccc(C[C@H]2CN=C(Nc3ccccc3)N2CCCC2CCCC2)cc1,-6%,13%,41%,2%,-18%,-3,12%,-12%,-4%
Cn1ccnc1C(O)(c1ccccc1)c1ccccc1,-10%,6%,0%,1%,5%,-13,-7%,1%,-3%
CCNC(=S)Nc1ccccc1-c1ccccc1,-7%,24%,10%,-1%,-3%,-6,13%,-26%,-5%
COc1ccc(NC(=O)C/C(C)=N/NC(=O)c2cccs2)c([N+](=O)[O-])c1,-1%,-2%,58%[activator],-1%,-11%,-4,-7%,6%,5%
CC1CCn2c(nc3cc(C(=O)NCc4ccc(OC(C)C)cc4)ccc32)C1 (stereo not given),-1%[60.1 µM],-2%,/,-2%,86%[activator],0,3%,-12%,1%
CCC(C)Nc1nc2c(c(=O)n(C)c(=O)n2C)n1C (stereo not given),-19%,0%,-10%,-1%,4%,3,-4%,2%,-4%
O=C(c1ccc(F)cc1)N1CCCC(C(=O)N2CCCCC2)C1 (stereo not given),-1%,30%,56%[activator],0%,-8%,-5,1%,-5%,-5%
CCN1CCCC1CNC(=O)Cn1cnc2sc(C)c(S(=O)(=O)N3CCC(C)CC3)c2c1=O (stereo not given),-22%,12%,15%,-11%,7%,-2,11%,2%,-5%
Cn1c(=O)cc(SCC(=O)NCC2COc3ccccc3O2)c2ccccc21 (stereo not given),3%,1%,-10%,2%,-13%,-7,7%,-7%,-3%
COc1cccc(C(=O)NCC(=O)OCC(=O)NC2CCCCC2)c1,-11%,/,26%,/,/,-3,7%,-2%,-3%
O=C(NC1CCCC1)C(c1ccc(F)cc1)N(Cc1ccccc1)C(=O)c1csnn1 (stereo not given),4%,23%,4%,-6%,-7%,-4,38%[activator],-13%,-5%
CC(O)c1cccc(NC(=O)CCC(=O)O)c1 (stereo not given),-4%[60.1 µM],1%,-4%,-1%,-15%,-5,19%,9%,-1%
CCCCn1c(N)c(N(CC(C)C)C(=O)c2ccc(N3C(=O)c4ccccc4C3=O)cc2)c(=O)[nH]c1=O,-3%,/,1%,/,/,-3,13%,?,-2%
c1ccc(CCN(Cc2ccccc2)C2CCN(C3CCCC3)CC2)cc1,-1%,-8%,-17%,0%,-7%,-12,19%,-16%,-1%
CCCN(Cc1cccs1)C(=O)Nc1cc(C)ccc1OC,-6%,-16%,/,-7%,43%[activator],5,8%,-15%,-1%
COc1cc(/C=C2\SC(=O)N(CC(=O)Nc3cccc(C)c3)C2=O)ccc1OC(C)C(=O)O (stereo not given),5%,/,/,/,/,3,25%,-5%,-4%
Cc1c(O)ccc2c(CN3CCN(Cc4ccccc4)CC3)cc(=O)oc12,8%,-2%,26%,2%,452%[activator],0&-6,14%,-8%,-1%
CCOc1ccccc1NC(=O)Cn1cnc2c1c(=O)n(C)c(=O)n2C,-1%,4%,/,-3%,2%,-8,-7%,3%,-2%
Cc1c(C(=O)N2CCOCC2)oc2c1-c1nn(CC(=O)NCc3cccc(Cl)c3)cc1CC2,-20%,5%,/,-2%,-15%,15,18%,-9%,-1%
N#Cc1ccc(CN2CCC3(CC2)CCN(C(=O)c2csnn2)CC3)cc1,-3%[60.1 µM],/,4%,3%,/,/,/,/,-2%
COc1ccc(CC(=O)NCc2ccc3c(c2)CCN3C(=O)c2ccc(C)cc2)cc1OC,-5%[60.1 µM],-1%,/,0%,-7%,-2,4%,2%,0%
O=C(C1CC(=O)N(c2ccc3c(c2)OCCO3)C1)N1CCN(S(=O)(=O)c2ccccc2F)CC1 (stereo not given),-10%,/,/,/,/,-6,?,?,-8%
CC1(C)CC(NC(=O)c2cccc([N+](=O)[O-])c2)CC(C)(C)N1,-6%,4%,13%,-1%,-8%,1,113%[activator],-3%,-1%
COc1cc(C=O)ccc1OCc1cccc(Br)c1,-13%,13%,-2%,-8%,?,-1,14%,-25%,1%
COc1ccccc1CNC(=O)CCC1N=C2c3ccccc3N=C(SCc3ccc(C)cc3C)N2C1=O (stereo not given),7%,-2%,/,-6%,-22%,-2,13%,-20%,-1%
CCOC(=O)CN(C(=O)COc1nc(C)cc(C)c1C#N)c1ccc(Cl)cc1,1%,23%,-4%,-10%,2%,-1,47%[activator],-20%,0%
CCCn1c2ccccc2c2cnn(CC(=O)NC(C)CC)c(=O)c21 (stereo not given),-2%[60.1 µM],2%&7%,-2%,-4%&-1%,-4%&-9%,-1&-19,-6%&-7%,-11%&-2%,-2%&-5%
CC(=O)NCC(=O)OC(C)C(=O)Nc1ccc(C(C)=O)cc1 (stereo not given),-4%,-10%,-1%,0%,2%,4,12%,4%,-3%
O=C1OCc2cc(NS(=O)(=O)c3cccs3)ccc21,-3%,45%,13%,3%,-3%,2,6%,-11%,9%
COc1cc(CNCCc2ccccc2F)ccc1OCc1ccc(Cl)nc1,-18%,7%,-1%,-4%,?,-8,-8%,-17%,-4%
CCN1C(=O)CSc2ccc(C(=O)NCc3ccc(OC)cc3)cc21,-3%,15%,5%,0%,?,-3,17%,6%,2%

# An excerpt from above in order of the LDHA inh value, falling:
Compound,POLK inh,Pol beta inh,APE1 inh,BLM inh,LDHA inh,POLI inh,Pol eta inh,GRP78 ERSR act
c1ccc(C[C@H]2CN=C(Nc3ccccc3)N2CCCC2CCCC2)cc1,-6%,13%,41%,2%,-3,12%,-12%,-4%
CCOc1ccc(CNC(=O)c2nnc(CS(=O)(=O)c3ccccc3)o2)cc1OC,-7%,-7%,21%,0%,-4,-25%,-14%,2%
O=C(C1CC(=O)N(c2ccc3c(c2)OCCO3)C1)N1CCN(S(=O)(=O)c2ccccc2F)CC1 (stereo not given),-10%,/,/,/,-6,?,?,-8%

# More compounds follow.
SMILES,POLK inh,Pol beta inh,APE1 inh,BLM inh,Apoferritin bind,LDHA inh,POLI inh,Pol eta inh,GRP78 ERSR act
CCOC(=O)N1CCC(N2Cc3cccc(C(=O)N4CCN(c5cccc(Cl)c5)CC4)c3C2=O)CC1,-6%,40%,9%,-1%,-2%,-5,3%,8%,-4%
Cc1cc(NC(=O)CSc2nnc(C3CC3)n2N)c([N+](=O)[O-])cc1C,3%,-2%,-5%,-3%,-16%,7,15%,-12%,-2%
CC(C)(C)c1ccc(C(=O)NC(=S)Nc2nc3c(s2)CCCC3)cc1,-7%,8%,-8%,-10%,-8%,-9,-4%,-6%,1%
CCN(CC)C1CC(=O)N(c2ccc(Br)cc2)C1=O (stereo not given),-3%,13%,-14%,-2%,-7%,4,62%[activator],-12%,3%
COc1nnc(-c2ccc(N3CCCCC3)c(NC(=O)c3ccccc3Cl)c2)c2ccccc12,-1%,-5%,/,-6%,?,-4,?,-11%,0%
CCN(CC)c1ccc(NC(=O)c2cc(S(=O)(=O)N3CCc4ccccc43)cn2C)c(C)c1,-10%,0%,/,0%,0%,3,14%,-11%,-6%
CN(C)c1ncc2nc(CCc3ccccc3)c(=O)n(Cc3ccc(F)cc3)c2n1,-6%[60.1 µM],/,-1%,-6%,/,/,/,/,0%
CC(C)(C)Nc1ncnc2sc(-c3ccccc3)cc12,-16%,24%,-16%,-5%,-11%,-2,19%,-1%,2%
COc1cc(C(=O)Nc2ccc(S(=O)(=O)Nc3nccc(C)n3)cc2)c([N+](=O)[O-])cc1OC,-1%,0%,3%,-5%,-4%,-1,20%,-1%,-5%
CC(=O)Nc1ccc(S(=O)(=O)N2CCC(C(=O)NCCc3c[nH]c4ccccc34)CC2)cc1,-11%,16%,-10%,0%,6%,-2,3%,-18%,-3%
Cc1ccc(-n2ncc3c(NNC(=O)c4ccccc4C)ncnc32)cc1,-7%[60.1 µM],-9%,/,-2%,-10%,-2,-2%,-2%,-2%
CCOC(=O)C1=CN(Cc2cccc(F)c2)S(=O)(=O)N(CC)C1CCc1ccccc1 (stereo not given),1%,/,-15%,/,/,-2,11%,-7%,-1%
Cc1cc(C(=O)NCc2ccc(C(=O)O)o2)c(C)o1,32µM*,28µM*,-11%,1%,-8%,-2,20µM*,4µM*,-5%
O=C(Cn1cnc2c(oc3ccccc32)c1=O)c1ccccc1,2%,0%,3%,2%,-14%,-6,36%[activator],-8%,-2%
COc1ccc(-c2cc(C(F)(F)F)nc(SCCC(=O)N3CCN(C)CC3)n2)cc1,-1%,/,/,/,/,-5,40%[activator],-10%,-4%
COC(=O)CCN(C(=O)C1CCN(S(=O)(=O)c2c(C)noc2/C=C/c2ccccc2F)CC1)c1ccccc1,-14%[60.1 µM],4%,/,-4%,-5%,-4,9%,-20%,-1%
